12-LOX inh = Primary qHTS assay for inhibitors of human arachidonate 12S-lipoxygenase (ALOX12): Round 2; Polyunsaturated fatty acid lipoxygenase ALOX12 (Homo sapiens), P18054; AID 1671190, 2021; purified 12hLO, xylenol orange hydroperoxide absorbance; Potency, µM (doses to about 108 µM), without a hit: top-dose activity change, negative = inhibition, usual class: inhibitors; 1.1% of 580,000 active; active = well fitted inhibition curve with a large enough effect; inconclusive = small, poorly fitted or top-dose-only effect, or another doubt; inactive = no such curve, though single readings can be large or run the other way
Target sequence (P18054 whole entry, looked up): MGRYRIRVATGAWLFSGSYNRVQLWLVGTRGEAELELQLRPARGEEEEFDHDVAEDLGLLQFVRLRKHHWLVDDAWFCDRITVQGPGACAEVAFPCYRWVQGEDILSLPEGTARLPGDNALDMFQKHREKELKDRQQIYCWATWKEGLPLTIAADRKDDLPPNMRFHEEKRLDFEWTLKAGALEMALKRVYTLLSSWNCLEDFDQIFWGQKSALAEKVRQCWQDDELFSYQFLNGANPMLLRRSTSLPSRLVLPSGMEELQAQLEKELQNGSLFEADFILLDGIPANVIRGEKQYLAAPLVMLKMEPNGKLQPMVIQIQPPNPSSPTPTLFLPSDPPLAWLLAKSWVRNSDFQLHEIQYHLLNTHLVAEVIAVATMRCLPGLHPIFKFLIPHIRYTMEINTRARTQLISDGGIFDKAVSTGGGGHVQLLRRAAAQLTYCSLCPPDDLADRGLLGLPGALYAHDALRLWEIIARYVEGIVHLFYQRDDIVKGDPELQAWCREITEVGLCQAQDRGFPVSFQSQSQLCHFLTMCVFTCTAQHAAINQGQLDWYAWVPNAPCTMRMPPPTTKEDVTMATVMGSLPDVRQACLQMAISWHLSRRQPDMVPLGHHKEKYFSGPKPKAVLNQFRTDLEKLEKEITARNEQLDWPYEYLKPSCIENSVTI
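Hydroperoxide product was detected by ferrous iron/xylenol orange as the 573 to 405 nm absorbance ratio. Arachidonic acid at 40 uM (final) was turned over for 30 min at room temperature by 150 nM human 12hLO, pH 7.0 Hepes buffer, after 15 min compound preincubation.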
* marks the source's active call; other numbers are inactive results; ? = inconclusive; [ ] = another dose, or the depositor's remark. % is scaled to controls: 0 for no effect and ±100 for the full control effect; potency is read from the fitted curve at half-maximal effect. An excerpt, so the mix of outcomes need not match the whole.

SMILES	12-LOX inh
O=c1c2c(nc3cc[nH]n13)CN(S(=O)(=O)c1ccc(F)c(Cl)c1)CC2	?
Cc1ccc(CN2CCN(C(=O)CCC[C@H]3NC[C@@H]4C[C@H]3CN(Cc3ccccc3)C4)CC2)cc1	-14%
COc1ccccc1C(=O)Nc1ccc2c(c1)CN(Cc1ccccc1F)C(=O)C(C)O2 (configuration not stated)	3%
COc1ccc(S(=O)(=O)N2CCCC(Cc3noc(-c4ccccc4)n3)C2)cc1 (configuration not stated)	0%
C[C@@H](NC(=O)C1=C[C@@H](NC(=O)CC2(CC(=O)O)CCCC2)[C@@H](O)[C@H](O)C1)C(N)=O	-7%[176 µM]
NS(=O)(=O)c1ccc(CCNCC2(O)CNCCOC2)cc1 (configuration not stated)	33%
CCNC(=O)N1C[C@@H](F)[C@@H](OCc2nc3ccc(C)cc3[nH]2)C1	38%[activator][176 µM]
C[C@@H](N)C(=O)N1CCC2(CC1)Nc1ccccc1NC2=O	-1%
O=C(Cc1cccs1)NC1CC(c2cc(N3CCC(O)C3)ncn2)C1 (configuration not stated)	22%
CCn1nccc1C(=O)N1C[C@@H](Oc2ccccc2)C[C@@H]1C(=O)N1CCOCC1	-7%
O=C1CC2(CCN(Cc3ccccc3)CC2)Oc2cc(Cl)ccc21	?
COc1ccc(C(=O)N2CCC(Cc3nc(C(C)C)no3)CC2)cc1OC	45%
CN(Cc1cccc(C(F)(F)F)c1)Cc1cccn1C	24%[176 µM]
O=C(Nc1cccc(C(F)(F)F)c1)N[C@H]1CO[C@H]2[C@@H]1OC[C@@H]2n1nnnc1Oc1ccc(-n2ccnc2)cc1	56%[activator]
COc1c(F)cc([C@@H]2C[C@H](NC(C)=O)C[C@H](C(C)C)O2)cc1Cl	36%

Reprinted at random: seven entries already listed.
SMILES	12-LOX inh
COc1ccccc1C(=O)Nc1ccc2c(c1)CN(Cc1ccccc1F)C(=O)C(C)O2 (configuration not stated)	3%
C[C@@H](N)C(=O)N1CCC2(CC1)Nc1ccccc1NC2=O	-1%
CCn1nccc1C(=O)N1C[C@@H](Oc2ccccc2)C[C@@H]1C(=O)N1CCOCC1	-7%
O=c1c2c(nc3cc[nH]n13)CN(S(=O)(=O)c1ccc(F)c(Cl)c1)CC2	?
COc1ccc(C(=O)N2CCC(Cc3nc(C(C)C)no3)CC2)cc1OC	45%
Cc1ccc(CN2CCN(C(=O)CCC[C@H]3NC[C@@H]4C[C@H]3CN(Cc3ccccc3)C4)CC2)cc1	-14%
O=C(Cc1cccs1)NC1CC(c2cc(N3CCC(O)C3)ncn2)C1 (configuration not stated)	22%

Other records follow:
SMILES	12-LOX inh
O=C1CCC(CCC(=O)N2CCN(c3ccccc3F)CC2)(Cc2ccc3ccccc3c2)N1 (configuration not stated)	4%
COCCNC(=O)c1cc(-c2cnn(Cc3ccccc3)c2)cc2ncn(C)c12	-5%[176 µM]
Cc1cccnc1CN(C)C(=O)C1CCC(=O)N(CCc2cccc(F)c2)C1 (configuration not stated)	1%
Cc1cccc(-c2ccc(C=O)cc2)c1	10%[12.5 µM]
COc1ccc(C(=O)N2CCOCC3(CN(Cc4ccc(F)c(Cl)c4)C3)C2)cc1OC	4%
COc1ccc(C(=O)N2CCC3(CC2)N(c2ccccc2)C(=O)CS3(=O)=O)cc1	1%
CCCN1C(=O)Cc2cc(C(=O)NCc3ccco3)ccc21	7%
CN(C)c1ccc(CN2CCC3(C2)C(=O)N(Cc2ccccc2)c2ccccc23)cc1 (configuration not stated)	?
O=C(CN1CC2CC(C1)[C@H]1CCCC(=O)N1C2)NCc1cc(F)ccc1F (some centres not stated)	1%
Cc1ccc(-c2nc(C(=O)N3CCN(c4ccc(C)cc4)CC3)no2)cc1	-5%
Cc1noc(-c2ccn3c(CNC(=O)c4ccccc4F)nnc3c2)n1	30%
CC(=O)N1Cc2ccccc2OC2(CCN(C(=O)NC(C)C)CC2)C1	6%[6.33 µM]
Cn1cc(C(=O)NCC2CN(Cc3cccc(OC(F)(F)F)c3)CC23CN(c2ccccc2)C3)cn1 (configuration not stated)	26%
C[C@H](O)[C@@H]1CN2CCc3ccc(-c4ccc5c(c4)OCO5)cc3[C@@H]2C[C@@H]1N(C)Cc1cc(Cl)cc(Cl)c1	12%
CCS(=O)(=O)N1CC(n2cc(C(=O)NCC3CC3)nn2)C1	16%
COc1cccc(CCC2CCCN(C(=O)C3CCCC3)C2)c1 (configuration not stated)	74%[activator]
CN(C(=O)c1c(F)cccc1Cl)C1CCc2nn(C)c(=O)n2CC1 (configuration not stated)	31%[activator]
O=C(c1ccoc1)N1CC2CC(C1)[C@H]1CCCC(=O)N1C2 (some centres not stated)	11%
Cc1c(Cl)cccc1NC(=O)NCC1CCOCC1	-5%
CCn1cc(C(=O)N2C[C@@H](COc3ccccc3)[C@H](C(N)=O)C2)cn1	38%[activator]
CC1CCc2nn3ccn(CC(=O)Nc4ccc(F)cc4)c(=O)c3c2C1 (configuration not stated)	-10%
Cc1ccc(N2Cc3c(NCCCOC(C)C)ncnc3N(C)CC2=O)cc1	55%[activator]
COCCC1(NC(=O)c2ccccc2)CCN(C(=O)c2ocnc2C)CC1	?
Cc1noc([C@@H]2CN(C(=O)c3cc(C4CC4)[nH]n3)C[C@H]2C(N)=O)n1	70%[activator]
CC(C)NC(=O)N1CCCCC1c1nnc2n1CCNC2 (configuration not stated)	?
COc1cc(OC)c2c(O)c3c(=O)cc(C)oc3c(-c3c(OC)cc4cc5c(c(O)c4c3O)C(=O)CC(C)(O)O5)c2c1 (configuration not stated)	9%
Cc1cccc(OCC(=O)N2[C@@H]3CC[C@H]2CC(NC(=O)c2cnc(C)cn2)C3)c1 (some centres not stated)	47%[activator]
CN1C[C@@H](NC(=O)c2cnccn2)C[C@H]1c1nc(-c2ccc3c(c2)OCO3)no1	-6%[176 µM]
CN1c2cc(C(=O)N3CCN(c4ccc(F)cc4)CC3)ccc2C(=O)N2CCCCC21 (configuration not stated)	5%
CCOc1cc(=O)n2c(c1C(=O)Nc1ccc(Br)cc1)CCCC2	17%

Arranged by the number under 12-LOX inh (lowest first): some entries from above.
SMILES	12-LOX inh
Cc1c(Cl)cccc1NC(=O)NCC1CCOCC1	-5%
CN1c2cc(C(=O)N3CCN(c4ccc(F)cc4)CC3)ccc2C(=O)N2CCCCC21 (configuration not stated)	5%
CCOc1cc(=O)n2c(c1C(=O)Nc1ccc(Br)cc1)CCCC2	17%

Later entries:
SMILES	12-LOX inh
NCc1ccc(-c2nc(C3CCOC3)nn2Cc2ccccc2)cc1 (configuration not stated)	58%[activator]
COC(=O)c1ccc2nc(C[C@@H]3C[C@@H](C(C)C)[C@H](CNC4CCCCC4)C=C3C)[nH]c2c1	-15%
Cn1cnc(S(=O)(=O)N2C[C@@H](C(=O)O)[C@H](c3ccccn3)C2)c1	-2%
COCc1noc([C@@H]2CNC[C@H]2C(N)=O)n1	13%
Cc1ccc(C(=O)NCC2(C)CCOCC2)s1	19%
CS(=O)(=O)N1CCN(C(=O)CC[C@H]2NC(=O)c3ccccc3NC2=O)CC1	-21%
COc1cccc(C(=O)N2CCC3(C2)NC(=O)N(Cc2ccc(Cl)cc2)C3=O)c1 (configuration not stated)	?
O=c1[nH]c(C2CCCN(Cc3ccc(C(F)(F)F)cc3)C2)nn1-c1ccc(Cl)cc1 (configuration not stated)	-4%
Cc1ccc(C(=O)N2CCC3(CC2)N(c2ccccc2)C(=O)CS3(=O)=O)c(C)c1	14%
Cc1ccc(C2=NC3(CCN(C(=O)c4ccc5[nH]ccc5c4)CC3)ON2)cc1	2%
O=C(NC(Cn1cccn1)c1ccccc1)c1ccc2nccnc2c1 (configuration not stated)	10%
Cc1ccc(C(=O)NCCn2cccc2-c2nc(-c3ccc4c(c3)OCO4)no2)cn1	?
O=C(CCc1nc(C2CCOCC2)n[nH]1)N1CCCCCC1	47%
O=C(NCc1ccccc1Cl)O[C@H]1CC[C@@]23CCCN2C(=O)CCC[C@H]3[C@H]1Cc1ccccc1	-13%
CNC(=O)[C@H]1C[C@H](Oc2ccccc2)CN1C(=O)NCc1ccc(OC)cc1	52%[activator]
O=C(Nc1cccc(F)c1)N1CCC2(CC1)CC(OCC1CC1)CCO2 (configuration not stated)	-2%
COCCNC(=O)[C@@H]1C[C@@H](O)CN1C1CCN(C(=O)c2ccsc2)CC1	57%[activator]
O=C(c1cn(-c2ccccc2)nn1)N1CCOCC(O)(CN2CCCC2)C1 (configuration not stated)	7%
CC(=O)N1CCC(N2CCc3nn(Cc4ccccc4)c(=O)n3CC2)CC1	37%[activator]
CCn1c(-c2ccccc2)nn(CC(=O)NCCN2CCCOC2=O)c1=O	48%
CC(C)c1nc(N2CCCC2)ncc1C(=O)O	2%
Cc1ccc(C(=O)N2CCC(c3nn(C)c4c3COCC4)CC2)cn1	14%
Cn1cnc2cc(-c3ccc(CO)cc3)cc(C(=O)NCc3cccnc3)c21	-3%[176 µM]
CN(CCNC(=O)CCC[C@H]1NC[C@@H]2CC1CN(Cc1ccccc1)C2)C1CCCCC1	12%
CNC(=O)[C@@H]1C[C@H](Oc2ccccc2)CN1C(=O)Cn1nc(C(F)(F)F)cc1C	33%[activator]
Cc1ccccc1CN1CCc2nc(N(C)Cc3cccnc3)[nH]c(=O)c2CC1	71%[activator]
COc1ccc(CN[C@H]2[C@H](O)[C@H](O)C[C@@H]2c2ccc(C(F)(F)F)nc2)cc1	2%[176 µM]
CC(C)n1cc(CN2CCC3(CC2)CC(C(=O)N2CCOCC2)N(C)C3)c2ccccc21 (configuration not stated)	56%[activator]
COc1ccc(Nc2ncncc2-c2nc(-c3ccccc3)no2)cc1OC	65%[activator]
CCC(CC)C(=O)N[C@H]1CCN2C(=O)c3cc(-c4cccs4)ccc3NC(=O)[C@@H]2C1	-51%[176 µM]

Part of the list above, as labelled records.
> COc1ccc(Nc2ncncc2-c2nc(-c3ccccc3)no2)cc1OC
  12-LOX inh: 65%[activator]
> CCC(CC)C(=O)N[C@H]1CCN2C(=O)c3cc(-c4cccs4)ccc3NC(=O)[C@@H]2C1
  12-LOX inh: -51%[176 µM]

Additional structures
SMILES	12-LOX inh
Cn1nc2n(c1=O)CCC(NS(=O)(=O)c1ccc3c(c1)OCCO3)CC2 (configuration not stated)	39%[activator]
CCC(=O)N1Cc2ccccc2CC2(CCN(Cc3ccc(O)cc3)C2)C1 (configuration not stated)	12%[6.33 µM]
O=C(NCC1CCCCC1)c1noc(-c2ccc[nH]c2=O)n1	17%
Cc1cc(CNC(=O)c2ccncc2)c2[nH]c(-c3ccccc3)c(C)c2c1	27%
O=C(Nc1ccc2c(N3CCCCC3)ncnc2c1)C1CCC1	-2%
C[C@H]1COc2cc(N3CCCC3)ccc2S(=O)(=O)N1	-5%
CC(C)c1nccn1Cc1cc(C(=O)NC(C)c2ccncn2)n[nH]1 (configuration not stated)	23%
CC(C)NC(=O)c1nc(-c2ccc(Cl)cc2Cl)c2cnccn12	2%[6.33 µM]
CCOC(=O)C1CCN(C(=O)CC(c2ccc(Cl)cc2)c2cn(C)c3ccccc23)CC1 (configuration not stated)	?
COCCOC1CN(C2CCN(C(=O)c3cccc4[nH]ccc34)CC2)C12CCCCC2 (configuration not stated)	27%
O=C(c1sccc1Cl)N1CCn2nc(C(O)c3ccccc3)cc2C1 (configuration not stated)	13%
O=C(Cn1c(=O)oc2ccccc21)N1CCC2(CC1)CC(N1CCCCC1)CCO2 (configuration not stated)	26%
C[S+](=O)([O-])N1Cc2ccccc2CC2(CCCCN2CC2CCNCC2)C1 (configuration not stated)	-18%[6.33 µM]
COc1ccc(-c2[nH]nc3ncc(-c4cccnc4OC)nc23)c(C)c1	4%[176 µM]
Cn1cc(-c2ccccc2)cc1C(=O)NCc1cccs1	40%
CCCN(C)c1nccnc1OC1CCN(C(=O)c2ccc(F)cc2)C1 (configuration not stated)	46%[activator]
Cc1ccc2c(c1)CN(CCNC(=O)c1cccc(Cn3cccn3)c1)CC(C)O2 (configuration not stated)	0%
O=C(O)CCn1ncc2cc(OC3CCN(C(=O)Oc4ccccc4)CC3)ccc21	-10%[176 µM]
O=C(NCC1CN(C(=O)Cc2ccc(OC(F)(F)F)cc2)CC12CN(c1ccccc1)C2)Nc1ccccc1 (configuration not stated)	?
COc1ccc(C(=O)NC2CCN(c3cc(-c4ccc(Cl)cc4)[nH]n3)C2)cc1OC (configuration not stated)	-9%
COc1cc(F)ccc1-c1cn(C)c(=O)n2cc(COc3ccc(C(=O)O)cc3)nc12	?
CCNc1ncc(C(=O)N(CCc2ccccc2)Cc2ccco2)cn1	25%
O=C(CN1CC2CC(C1)[C@H]1CCCC(=O)N1C2)N1CCN(c2ccc(F)cc2)CC1 (some centres not stated)	24%
O=C1CC2CCN([S+](=O)([O-])c3cc(C(F)(F)F)cc(C(F)(F)F)c3)CC2CCN1 (configuration not stated)	2%[6.33 µM]
CN(Cc1nccn1C)C(=O)c1cc(CN2CCC(Cc3ccccc3)CC2)on1	?
O=C1NN=C(c2cccnc2)C12CCN([S+](=O)([O-])c1cccc(C(F)(F)F)c1)CC2	49%[activator]
CC(C)(C)CC(=O)NCC(=O)N1CCN(c2ccccn2)CC1	16%
COc1cc2c(cc1OC)C(CNC(=O)c1cccs1)N(C(=O)Nc1ccc(C)cc1)CC2 (configuration not stated)	-1%
COc1ccc(N2CC(c3noc(-c4ccc(C)c(C)c4)n3)CC2=O)cc1 (configuration not stated)	27%
Cc1noc(-c2cccc(OC3CN(C(=O)c4ccoc4)C3)c2)n1	22%
